Compound activity as filed in PubChem BioAssay.
Tb PFK block: inhibitors of T. brucei phosphofructokinase; 330,000 compounds, 0.17% hits; O15648; Potency, µM (highest dose often 57.5 µM), for inactives: at the top dose activity, negative = inhibition, actives largely listed as inhibitors; T. brucei PFK, ADP-Glo luminescence;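 further: potency means the concentration at half of the fitted maximal effect; 0% = uninhibited 1x PFK enzyme wells and -100% = no-enzyme wells; nearly all actives have a fitted effect of over 60% in size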
Target sequence (O15648 whole entry, looked up): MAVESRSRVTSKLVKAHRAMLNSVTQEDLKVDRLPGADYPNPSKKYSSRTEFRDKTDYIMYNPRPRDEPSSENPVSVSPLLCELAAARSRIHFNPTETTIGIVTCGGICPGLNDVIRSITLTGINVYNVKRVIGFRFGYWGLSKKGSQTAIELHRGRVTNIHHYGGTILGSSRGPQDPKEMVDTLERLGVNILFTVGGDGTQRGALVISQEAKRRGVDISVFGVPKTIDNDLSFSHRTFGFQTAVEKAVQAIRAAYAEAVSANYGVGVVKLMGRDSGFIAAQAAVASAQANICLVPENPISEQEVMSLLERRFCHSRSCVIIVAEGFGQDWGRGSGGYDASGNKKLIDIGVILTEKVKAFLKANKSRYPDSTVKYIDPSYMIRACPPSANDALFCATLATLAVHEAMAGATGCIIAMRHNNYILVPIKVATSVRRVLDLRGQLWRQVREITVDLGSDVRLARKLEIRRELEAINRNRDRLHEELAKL
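ADP-Glo luminescence quantified ADP after 45 min at room temperature, with 1.25 nM T. brucei PFK, 0.1 mM ATP and 0.5 mM fructose-6-phosphate in pH 8.0 TEA buffer. qHTS titrations up to 57 µM; curves classified by quality.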
RORg inh: ROR gamma (mouse) transcription inhibition; 310,000 compounds, 5.4% hits; Drosophila S2 Gal4-RORgamma UAS-luciferase reporter, 20 h; P51450; Potency, µM (doses to about 53.6 µM), for inactives: at the highest dose activity change, negative = inhibition, usual class: inhibitors; further: potency means the concentration at half of the fitted maximal effect; on the % scale 0 is the no-effect control and ±100 the full control effect; nearly all actives have a fitted effect of over 60% in size
Target sequence (P51450 whole entry, looked up, the tested form may be a part): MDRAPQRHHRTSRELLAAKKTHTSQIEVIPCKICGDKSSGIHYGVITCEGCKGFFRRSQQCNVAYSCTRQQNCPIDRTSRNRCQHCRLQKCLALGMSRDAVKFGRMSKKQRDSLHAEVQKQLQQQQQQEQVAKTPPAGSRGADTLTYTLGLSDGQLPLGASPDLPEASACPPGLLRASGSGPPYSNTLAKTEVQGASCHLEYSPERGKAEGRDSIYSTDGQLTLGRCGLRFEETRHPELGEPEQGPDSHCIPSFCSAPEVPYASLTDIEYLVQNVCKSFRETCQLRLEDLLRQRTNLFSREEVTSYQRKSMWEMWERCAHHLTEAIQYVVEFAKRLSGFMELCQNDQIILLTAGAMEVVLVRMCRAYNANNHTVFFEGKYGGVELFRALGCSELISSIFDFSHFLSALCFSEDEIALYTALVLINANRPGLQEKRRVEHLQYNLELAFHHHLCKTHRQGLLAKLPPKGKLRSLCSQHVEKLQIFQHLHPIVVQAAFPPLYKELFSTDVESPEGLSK
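Using a luciferase readout, inhibitors were identified by reduced reporter activity in Drosophila cells coexpressing a copper-inducible Gal4–ROR gamma fusion and UAS-driven Photinus luciferase, incubated 20 hr after 700 uM copper sulfate.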
VP16 counter: Gal4-VP16 reporter inhibition counter-screen; Drosophila S2 Gal4-VP16 UAS-luciferase, luminescence, 20 h; Potency, µM (series often up to 53.6 µM), without a hit: at the top dose activity, negative = inhibition, most hits filed as inhibitors; 310,000 compounds, 3.5% hits; AID 2546;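 further: Gal4-VP16 expression switched on by copper sulfate through the metallothionein promoter; potency means the concentration at half of the fitted maximal effect; on the % scale 0 is the no-effect control and ±100 the full control effect; nearly all actives have a fitted effect of over 50% in size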
NPC1 promoter act: activators of NPC1 promoter; Huh7 NPC1 promoter luciferase reporter, 24 h; AID 485313; Potency, µM (doses to about 9.22 µM), for inactives: at the highest dose activation, usual class: activators; 320,000 compounds, 2.4% hits;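 further: potency means the concentration at half of the fitted maximal effect; % of control where 0% means no effect; nearly all actives have a fitted effect of over 60% in size; reporter is driven by a mutant NPC1 promoter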
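Huh7 reporter cells (NPC1 promoter driving luciferase) are dosed with compound for 24 h at 37 °C, 5% CO2; luciferase detection reagent is then added and luminescence measured after 10 min at ambient temperature.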
KCNH2 3.1 inh: KCNH2 3.1 (human) potassium channel inhibition; AID 720553; activity change, % (tested at about 1.8 µM); 340,000 compounds, 0.95% hits; U2OS KCNH2 3.1, thallium flux FluxOr; hits give low values;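 active means maximum activity change below -70%; inconclusive means maximum activity change from -70% to -50%; inactive means maximum activity change above -50%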;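 further: thallium influx rate constant from kinetic fluorescence after stimulation buffer; on the % scale 0 is the no-effect control and ±100 the full control effect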
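Thallium flux read-out: FluxOr dye with Red40 quencher in HBSS/HEPES, 45 min at RT. Rate constants from kinetic reads were normalized to positive and negative DMSO controls. Cells: U2OS virally expressing the 3.1 isoform.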
ELG1 genotoxic: inducers of genotoxicity in HEK293T ELG1-luciferase cells; HEK293T ELG1-luciferase reporter, luminescence, 16 h; Potency, µM (top dose mostly 46 µM), inactives show at the highest dose activity change, positive = activation, hits mostly activators; 330,000 compounds, 1.3% hits; further: potency means the concentration at half of the fitted maximal effect; % of control where 0% means no effect; nearly all actives have a fitted effect of over 60% in size
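HEK293T cells expressing luciferase-tagged ELG1 were exposed to compound or DMSO vehicle for 16 hr at 37 °C and 5% CO2. Luciferase activity was then measured with ONE-Glo after 30 min at room temperature.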
Rab9 promoter act: activates the Rab9 promoter; Huh7 Rab9 promoter-luciferase reporter, luminescence, 24 h; Potency, µM (doses to about 9.22 µM), without a hit: top-dose activation, negative = inhibition, hits mostly activators; 320,000 compounds, 2.8% hits; AID 485297; further: potency means the concentration at half of the fitted maximal effect; % of control where 0% means no effect; nearly all actives have a fitted effect of over 60% in size
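Steps: seed 1500 Huh7 Rab9-luc cells per well, rest 2 h at 37 °C; add compound in DMSO; incubate 24 h; add luciferase reagent, 10 min ambient; read luminescence.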
FLuc counter: inhibits or activates purified firefly luciferase, miR-21 counter-screen; purified FLuc, Km substrates, luminescence inhibition; P08659; Potency, µM (highest dose often 57.5 µM), inactives show top-dose activity change, negative = inhibition, hits mostly inhibitors; 360,000 compounds, 6.9% hits;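 further: potency means the concentration at half of the fitted maximal effect; plate controls were vehicle for no effect and reference inhibitor for full effect; nearly all actives have a fitted effect of over 55% in size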
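Biochemical qHTS of compounds, final roughly 60 µM downward over six points, against 10 nM purified firefly luciferase using Km concentrations of substrates (10 uM D-luciferin, 10 uM ATP) in Tris acetate pH 7.5 buffer; luminescence output.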
Coupling enz: inhibits coupling enzyme system, counter-screen for aldolase hits. activity change, negative = inhibition, % at 58.2 µM, hits read low. coupling enzyme system counterscreen, AmpLite Red fluorescence. 290,000 compounds, 0.67% hits; in the data active means activity change below about -30%; further: on the % scale 0 is the no-effect control and ±100 the full control effect
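Counterscreen lacking aldolase: glyceraldehyde-3-phosphate coupling-enzyme reagent preincubated 10 min at RT with compound (at 57.5 uM final), then substrate/coupling system with AmpLite Red added; fluorescence read at 525/598 nm after 20 min RT.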
uPA surface inh: inhibitors of cell surface uPA generation; 330,000 compounds, 0.31% hits; cell surface uPA generation assay, qHTS; Potency, µM (doses to about 38.3 µM), inactives show at the top dose activity change, negative = inhibition, most hits filed as inhibitors; active means well fitted inhibition curve with a large enough effect; inconclusive means small, poorly fitted or top-dose-only effect; inactive means no such curve, though single readings can be large or run the other way; tested in mouse RAW 264.7 cells; further: potency means the concentration at half of the fitted maximal effect; on the % scale 0 is the no-effect control and ±100 the full control effect; nearly all actives have a fitted effect of over 55% in size
Giardia killer: kills Giardia lamblia; activity change, % at 7.66 µM, hits read low; AID 540267; 340,000 compounds, 0.15% hits; Giardia lamblia trophozoite viability; in the data active means activity change below about -80%; inconclusive means between about -30% and that limit;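 further: parasites exposed to compound for two days anaerobically before the ATP read; on the % scale 0 is the no-effect control and ±100 the full control effect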
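Giardia trophozoites, 100 cells per well, were exposed to compounds for 48 hrs at 37 deg C under anaerobic conditions; viability was then read as ATP content by bioluminescence after 15-30 min at room temperature.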
* marks the source's active call; other numbers are inactive results; ? = inconclusive; . = not tested or not shown; [ ] = remark or other dose. Unless noted, the call rests on the fitted dose curve; in most records, active means well fitted curve in the direction sought with a large enough effect; inconclusive means small, poorly fitted or top-dose-only effect, or another doubt; inactive means no such curve, though single readings can be large; an effect the other way counts as inactive or inconclusive.

SMILES	Tb PFK block	RORg inh	VP16 counter	NPC1 promoter act	KCNH2 3.1 inh	ELG1 genotoxic	Rab9 promoter act	FLuc counter	Coupling enz	uPA surface inh	Giardia killer
O=C(CS(=O)(=O)c1ccc2ccccc2c1)Nc1ccccc1Cl	-1%	15%	-2%	0%	4	-1%	1%	-1%	-2	-1%	-7
NC(=O)c1oc2ccc(Cl)cc2c1NC(=O)CN1CCOCC1	3%	10%	2%	-4%	-14	-5%	-7%	3%	6	2%	-22
COc1ccccc1-c1sc2ccccc2c1-c1ccc(OCCN2CCOCC2)cc1	4%	.	.	.	-24	-4%	.	.	.	-5%	3
CCC1CN(C(=O)N2CCC(C(=O)NCc3ccc(OC)cc3OC)CC2)c2ccccc2O1 (stereo not given)	-6%	19%	-4%	-5%	-4	-9%	-7%	-1%	.	-4%	8
Cc1c(O)ccc2cc(S(=O)(=O)c3ccccc3)c(=O)oc12	-5%	14%	2%	-3%	-16	-5%	-4%	1%	10	-1%	-2
COc1ccc(Cl)cc1NC(=O)COC(=O)CNC(=O)c1ccc([N+](=O)[O-])c(C)c1	-6%	6%	-5%	-2%	-3	-1%	-7%	-5%	-1	3%	5
O=c1c2c([nH]c3ccccc13)CCCCC2	-2%	?	18µM*	1%	6	-3%	0%	-4%	1	6%	6
COc1ccccc1CNC(=O)CCNC(=O)Cn1ccc2ccccc2c1=O	-1%	3%	8%	-3%	7	4%	-5%	4%	1	.	15
COC(=O)c1ccc(CSc2n[nH]c(=S)s2)o1	2%	-7%	6%	1%	-2	7%	20%	?	6	4%	0
CCOCCCNC(=S)N1CCCN(c2nc3cc(C)cc(C)c3cc2C#N)CC1	2%	?	?	-5%	-5	-12%	-5%	-2%	-4	2%	2
N#Cc1c(-c2ccc(Br)cc2)cc(-c2cccnc2)nc1N	-2%	-8%	-11%	-5%	8	5%	-4%	6%	2	-2%	-29
Cc1cc(C)nc(Sc2c(C)n[nH]c2C)n1	-2%	?	-15%	-2%	7	-3%	-1%	5%	3	17%	3
Cc1ccccc1OCCCN1CCOCC1	4%	10%	15%	14%	11	2%	2%	2%	1	-5%	2
O=C(CCN1C(=O)c2ccccc2S1(=O)=O)Nc1ccc(F)c([N+](=O)[O-])c1	-2%	.	.	-2%	-4	-6%	0%	0%	.	-2%	-3
CCOc1ccc(Cc2n[nH]c(=S)n2Cc2ccccc2)cc1	3%	4.5µM*	-21%	-3%	-13	-7%	-7%	0%	4	-10%	-4
Cc1ccc(C(=O)Nc2ccc3cn[nH]c3c2)cc1S(=O)(=O)N1CCOCC1	-2%	?	-4%	?	4	3%	?	?	-8	2%	9
O=C(NCc1ccc(F)cc1)c1c2c(nc3ccccc13)CCN(Cc1ccccc1)C2	9%	?	-10%	-3%	-23	0%	-4%	12%	0	1%	11
Cn1nnnc1SCC(=O)c1c(N)n(C)c(=O)n(C)c1=O	1%	7%	-9%	0%	1	1%	-9%	2%	0	3%	-10
O=C(COC(=O)c1ccc(O)cc1)Nc1cc(C(F)(F)F)ccc1N1CCOCC1	6%	.	.	0%	15	0%	2%	.	.	2%	4
CCOc1ccc(S(=O)(=O)N2CCOCC2)cc1NC(=O)CN1C(=O)NC(C)(c2ccc(C)cc2)C1=O (stereo not given)	-14%	.	.	-2%	-1	-1%	-1%	2%	.	-5%	0
O=C(Nc1ccccc1)c1cccc(-c2nnc(-c3ccccc3)o2)c1	2%	-3%	-9%[0.365 µM]	2µM*	0	?	4µM*	-12%	2	0%	-5
Cc1cnc(C(=O)OCc2ccc(Br)cc2)cn1	-16%	-30%	7%	1%	-11	1%	1%	-3%	0	-1%	-12
O=C(O)CN=C(NS(=O)(=O)c1ccc(Cl)cc1)c1ccc(F)cc1	1%	11%	4%	-3%	6	-3%	1%	2%	4	0%	4
COc1ccc(OCc2nn3c(-c4cccc(OC)c4)nnc3s2)cc1	2%	5%	-2%	3%	-6	-5%	-4%	-17%	4	-12%	9
Cc1ccc(C(=O)N2CCN(c3ccccc3)CC2)cc1NC(=O)c1ccco1	-15%	19%	-9%	2%	.	-3%	0%	2%	.	-4%	-11
CCc1cc(=O)[nH]c(SCCC(F)=C(F)F)n1	2%	1%	7%	-3%	25	1%	-1%	-19%	6	1%	14
O=C(O)CCN1C(=O)c2ccccc2C1=O	-2%	-1%	-11%	-2%	2	0%	-5%	-1%	-1	-1%	-1
CCCS(=O)(=O)N1CCC(C(=O)NCCCOCC)CC1	0%	-21%	0%	-2%	14	2%	7%	3%	1	8%	7
c1csc(CCNc2ncnc3sc4c(c23)CCC4)c1	2%	-43%	11µM*	-6%	9	-16%	-18%	-2%	4	?	1
COc1ccccc1C(=O)NCc1nnc(SC(C)C(=O)Nc2nccs2)n1C (stereo not given)	6%	0%	-1%	3%	-5	5%	4%	-1%	0	-1%	-12
CCOC(=O)C(C)Sc1nnc(Cn2c(=O)sc3ccccc32)n1-c1ccccc1 (stereo not given)	-2%	14%	-4%	-2%	2	-3%	6%	-7%	1	-84%	-5
O=C1C=CC(=O)N1c1cccc(-c2ccccc2)c1	?	0%	-27%	3%	4	5%	0%	?	5	-12%	9
CCOC(=O)c1[nH]c(CN2CCN(c3ccc(OC)cc3)CC2)c(C(=O)OCC)c1C	-1%	34%	-24%	-4%	-2	5%	1%	-1%	-3	-7%	8
CCCCN1C(Nc2ccccc2)=NC[C@@H]1C	0%	.	.	-2%	8	4%	-4%	-3%	.	1%	?
O=C(Nc1ccc(F)cc1)Nc1ccc2ccccc2n1	3%	-2%	4%	?	3	12%	23%	2%	5	13%	-1
OCCCc1cn(CC2CCCCC2)nn1	-2%	7%	-5%	2%	-8	5%	1%	-1%	4	-2%	7
O=C(NCCC1=CCCCC1)C1CC(=O)N(C2CCCCC2)C1 (stereo not given)	-3%	18%	-2%	2%	10	-2%	-2%	6%	-1	3%	-1
COc1cccc(-c2nnc(NC(=O)c3ccccc3Br)o2)c1	-4%	5µM*	3.2µM*	0%	-11	-9%	0%	-13%	8	?	-7
CC1=C(C(=O)N2CCN(c3cc(C)ccc3C)CC2)C2(CCCCC2)OC1=O	-2%	-40%	3%	-3%	-13	-2%	-4%	5%	2	9%	-22
CCn1c(SCC(=O)Nc2ccc(C)cc2)nc2nc3c(cc2c1=O)CCCC3	-7%	10µM*	?	1%	-34	-3%	-4%	1%	1	17%	-8
COc1cc(NC(=O)COC(=O)/C=C/c2c(C)nn(-c3ccc(F)cc3)c2Cl)cc(OC)c1	-3%	31%	-5%	-1%	-9	1%	-8%	-4%	0	0%	19
CCc1cc(=O)oc2c(C)c(OC(C)C(=O)N3CC[C@@]4(O)CCCC[C@H]4C3)ccc12 (stereo not given in full)	0%	11%	2%	2%	5	1%	-1%	0%	-3	2%	-1
CC1(c2nnc(Cc3ccccc3)o2)CC(c2ccccc2[N+](=O)[O-])=NO1 (stereo not given)	-3%	.	.	-4%	24	0%	2%	-1%	.	-12%	2
CCc1ccc(CN2CCN(C(=O)c3cccc(OC)c3OC)CC2)cc1	-2%	2%	-3%	-20%	-12	-1%	-23%	1%	3	1%	11
CCC(OC(=O)CCc1nc2ccccc2[nH]c1=O)C(=O)c1ccccc1 (stereo not given)	-3%	10%	-3%	-3%	-12	-3%	2%	1%	-4	-5%	19
COc1ccc(/C=C/C(=O)OCC(=O)Nc2cc(S(=O)(=O)N(C)C)ccc2Cl)cc1	0%	?	2%	-6%	10	3%	-1%	12µM*	2	3%	-5
O=C(Nc1cccc(S(=O)(=O)NC2=NCCC2)c1)c1ccccc1F	2%	.	.	.	3	0%	.	.	.	-3%	-17
CC1O[C@@H](O[C@H](C)CC[C@@H](C)O[C@H]2OC(C)[C@@H](O)C[C@H]2O)C(O)C[C@H]1O (stereo not given in full)	6%	.	.	0%	.	4%	-6%	-1%	.	7%	-12
COCC(=O)Nc1c(C(=O)N2CCCC2)oc2ccccc12	0%	27%	3%	10%	7	3%	5%	1%	0	-8%	56[activator]
COc1ccc(OCC(=O)N2CCN(C(=O)c3cccc4ccccc34)CC2)cc1	0%	18%	-11%	-1%	9	-10%	-5%	-4%	-1	-5%	1

Entries of single compounds, quoted from the list. Values in the order: Tb PFK block	RORg inh	VP16 counter	NPC1 promoter act	KCNH2 3.1 inh	ELG1 genotoxic	Rab9 promoter act	FLuc counter	Coupling enz	uPA surface inh	Giardia killer
Profile of COCC(=O)Nc1c(C(=O)N2CCCC2)oc2ccccc12 → 0%	27%	3%	10%	7	3%	5%	1%	0	-8%	56[activator]
Profile of O=C(Nc1cccc(S(=O)(=O)NC2=NCCC2)c1)c1ccccc1F → 2%	.	.	.	3	0%	.	.	.	-3%	-17
